# ROS inducer – inducers of reactive oxygen species in cancer cells; ROS induction (% of piperlongumine), % at 10 µM; hit rate 2% among 46,000; U2OS ROS induction, H2DCF-DA fluorescence; in the data active = ROS induction above about 79%, passing the limit was not always enough; inconclusive = no clear call, values can overlap the other calls;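 also: 0% = DMSO vehicle median and 100% = reference compound median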
# Starred values were filed as active, the others as inactive; ? = inconclusive.
SMILES,ROS inducer
COc1cccc(CO)c1OCC(=O)Nc1ccc(F)cc1,14
C[C@@H]1CN([C@@H](C)CO)C(=O)c2cc(NC(=O)Nc3ccccc3)ccc2O[C@@H]1CN(C)Cc1ccccc1,6
C/C1=C/CC(=O)[C@@H](C)C[C@H]2OC(=O)C(CO)=C2CC1,-1
Cc1cc(C)c(S(=O)(=O)N(C)CC(=O)N2CCC(C(N)=O)CC2)c(C)c1,-17
Cc1ccc(S(=O)(=O)N(C)C[C@@H]2Oc3c(NC(=O)c4cnccn4)cccc3C(=O)N([C@H](C)CO)C[C@H]2C)cc1,0
Cc1cccc(C)c1NC(=O)CCn1cnc2ccccc2c1=O,-5
Cc1noc(C)c1S(=O)(=O)Nc1cccc2c1O[C@H](CN(C)Cc1ccc(C(=O)O)cc1)[C@H](C)CN([C@H](C)CO)C2=O,-5
Cc1noc(C)c1S(=O)(=O)Nc1ccc2c(c1)C(=O)N([C@H](C)CO)C[C@H](C)[C@@H](CN(C)S(=O)(=O)c1ccccc1)OCCCC[C@@H](C)O2,12
COc1ccc(S(=O)(=O)N(C)C[C@H]2Oc3ccc(NC(=O)Nc4ccc(F)cc4)cc3C(=O)N([C@@H](C)CO)C[C@@H]2C)cc1,-10
CNc1ccccc1C(=O)OC1OC(C)C(O)C(O)C1O (stereo unspecified),-7
C[C@@H]1CN([C@@H](C)CO)C(=O)c2cc(NC(=O)Nc3cccc4ccccc34)ccc2O[C@@H]1CN(C)S(=O)(=O)c1cn(C)cn1,-7
CCCNC(=O)c1ccccc1N,-8
CCC12CN(S(=O)(=O)c3ccccc3)CC(CC)(CN(S(=O)(=O)c3ccccc3)C1)C2=O,-9
C[C@@H]1CN([C@H](C)CO)C(=O)CCCn2nncc2CO[C@@H]1CN(C)C(=O)Nc1ccc(C(C)(C)C)cc1,29
CCc1ccccc1NC(=O)c1cc2c(=O)n3ccccc3nc2n1C,17
Cc1nc2c(C(=O)NCC3CCCO3)cnn2c(C)c1Cc1ccccc1Cl (stereo unspecified),39
COc1ccc(NC(=O)Nc2cccc3c2O[C@H](CN(C)C(=O)Nc2ccc4c(c2)OCO4)[C@@H](C)CN([C@@H](C)CO)C3=O)cc1,-5
CCOc1ccc(OCC(=O)Nc2sc3c(c2C(N)=O)CCC(C)C3)cc1 (stereo unspecified),-9
CC(=O)NC(=O)C1C=C2C=CC=CC2OC1=Nc1ccc(Cl)cc1 (stereo unspecified),16
C[C@H](CO)N1C[C@H](C)[C@H](CN(C)S(=O)(=O)c2cccs2)Oc2ccc(N(C)C)cc2C1=O,2
COc1ccc(N2C(=O)CC(SCCc3nc4ccccc4[nH]3)C2=O)cc1 (stereo unspecified),-3
Cc1ccc(S(=O)(=O)N(C)C[C@@H]2Oc3ccc(NS(=O)(=O)c4ccccc4)cc3C(=O)N([C@@H](C)CO)C[C@@H]2C)cc1,25
COc1ccccc1NC(=O)Cn1cnc2c(cnn2C(C)(C)C)c1=O,-2
Cc1nc(SCC(=O)C(C)(C)C)[nH]c(=O)c1Cc1c(Cl)cccc1Cl,36
C[C@@H]1CCCCO[C@H](CN(C)C(=O)C2CCCCC2)[C@@H](C)CN([C@H](C)CO)C(=O)c2cc(NC(=O)Nc3ccc(F)cc3)ccc2O1,21
CCOC(=O)c1c(C)cc(O)c(C)c1O,-3
COC(=O)c1c(C)oc2ccc(N(C(=O)c3ccncc3)S(=O)(=O)c3ccc(OC)cc3)cc12,39
Cc1ccc(S(=O)(=O)NC(=O)N2CCCN(c3ccc(C(F)(F)F)cn3)CC2)cc1,-4
COc1ccc(NC(=O)Nc2ccc3c(c2)C(=O)N([C@H](C)CO)C[C@H](C)[C@H](CN(C)Cc2ccncc2)O3)cc1,-5
C[C@H](CO)N1C[C@H](C)[C@@H](CN(C)S(=O)(=O)c2ccccc2)Oc2c(NC(=O)Nc3ccc(C(F)(F)F)cc3)cccc2C1=O,-7
C[C@H](CO)N1C[C@H](C)[C@H](CN(C)S(=O)(=O)c2ccc(Cl)cc2)Oc2ccc(NC(=O)Cc3ccccc3)cc2C1=O,1
Cc1nc(Oc2ccc(NC(=O)c3ccccc3)cc2)c2c3c(sc2n1)CCC3,8
O=C(CSc1ccccn1)c1ccc(OCc2ccc(F)cc2)cc1,19
Cc1ccc(NC(=O)CSc2nnc(-c3ccc(Cl)cc3Cl)n2-c2ccccc2)cc1,4
C[C@@H]1CN([C@H](C)CO)C(=O)c2cc(NC(=O)Cn3cnnn3)ccc2O[C@@H]1CN(C)S(=O)(=O)c1cn(C)cn1,-1
C[C@@H]1CN([C@H](C)CO)C(=O)c2cc(NC(=O)NC3CCCCC3)ccc2O[C@@H]1CN(C)S(=O)(=O)c1ccc(F)cc1,4
CC(C)c1ccc(NC(=O)CSc2n[nH]c(-c3ccccc3Cl)n2)cc1,3
C[C@@H]1CN([C@@H](C)CO)C(=O)c2cc(NC(=O)Nc3ccc(F)cc3)ccc2O[C@H]1CN(C)Cc1ccncc1,-3
CS(=O)(=O)N(CC(=O)NC1CCCC1)c1cc(Cl)c(Cl)cc1Cl,3
CC(C)NC(=O)Nc1ccc2c(c1)C(=O)N([C@H](C)CO)C[C@H](C)[C@@H](CN(C)C)OCCCC[C@@H](C)O2,8
C[C@@H]1CN([C@H](C)CO)C(=O)c2cc(NC(=O)CCCCCC(=O)Nc3ccccc3N)ccc2O[C@@H]1CN(C)S(=O)(=O)c1ccc(Cl)cc1,5
COc1ccc(/C=N/NC(=O)c2ccccn2)cc1,45
CN(Cc1ccccc1)S(=O)(=O)c1ccccc1,-2
COc1ccccc1NC(=O)CSc1nnnn1-c1cccc(C)c1C,19
CN(C)CC/C=C1\c2ccccc2COc2ccccc21,2
C[C@@H]1CN([C@@H](C)CO)C(=O)c2cccc(NS(C)(=O)=O)c2O[C@@H]1CN(C)Cc1ccc(C(F)(F)F)cc1,-9
Cc1ccccc1NC(=O)CSc1nnc(-c2ccc(C(C)(C)C)cc2)n1C,13
C[C@@H]1CN([C@H](C)CO)C(=O)c2cc(NC(=O)CCCN(C)C)ccc2O[C@H]1CN(C)Cc1ccc(Cl)c(Cl)c1,-6
CCn1ncc(C2=NOC(C(=O)Nc3ccc(Cl)c(Cl)c3)C2)c1C (stereo unspecified),0
c1ccc(CN2CCOCCN(Cc3ccccc3)CCOCC2)cc1,24
C[C@H](CO)N1C[C@H](C)[C@H](CN(C)C(=O)Nc2ccc(F)cc2)Oc2c(NC(=O)CCCCCC(=O)Nc3ccccc3N)cccc2C1=O,-5
O=C(COc1ccc(Cl)cc1)Nc1cc(C(F)(F)F)ccc1N1CCOCC1,69
Cc1ccc(OCC(=O)Nc2ccc(C)cc2[N+](=O)[O-])c(C)c1,-5
O=c1c2ccccc2n2c(-c3ccccc3)nnc2n1CCc1ccccc1,49
CN1C(=O)C(c2c[nH]c3ccccc23)=C(c2c[nH]c3ccccc23)C1=O,-9
CC(C)NC(=O)N(C)C[C@@H]1Oc2ccc(NS(=O)(=O)c3ccccc3)cc2CC(=O)N([C@H](C)CO)C[C@@H]1C,-2
COc1ccc(OC)c(/C=C/C(=O)O)c1,-13
CCOC(=O)c1c(C)nn(Cc2cccc(Cl)c2)c1N,-2
CS(=O)(=O)N(CC(=O)Nc1ccc(C(F)(F)F)cc1)c1cccc([N+](=O)[O-])c1,4
CCOC(=O)CC1=Nn2c(nnc2-c2cccs2)SC1,21
# Continued:
SMILES,ROS inducer
CC(=O)Nc1ccc(C(=O)Nc2cccc(NC(=O)c3ccco3)c2)cc1,4
O=C(CC1NC2CCCCC2NC1=O)Nc1ccc([N+](=O)[O-])cc1 (stereo unspecified),-10
COc1ccc(CCNC(=O)Nc2cccc([N+](=O)[O-])c2)cc1OC,3
CC1=NN(c2ccc(S(N)(=O)=O)cc2)C(=O)/C1=C\C=C/c1ccccc1,31
COC(=O)C(CC#Cc1ccc2c(c1)[C@]1(C(=O)N2)[C@H](c2ccccc2OCCO)N2[C@H](c3ccccc3)[C@H](c3ccccc3)OC(=O)[C@H]2[C@@H]1C(=O)N1CCCCCCC1)C(=O)OC,35
Oc1cc(Cc2ccccc2)cnc1CN1CCOCC1,8
C[C@H]1CN([C@@H](C)CO)C(=O)Cc2cc(NC(=O)Nc3ccccc3)ccc2O[C@@H]1CN(C)C(=O)Nc1ccc(F)cc1,45
C[C@H]1CN([C@@H](C)CO)C(=O)Cc2cc(NC(=O)NC3CCCCC3)ccc2O[C@@H]1CN(C)C(=O)Nc1ccc2c(c1)OCO2,-14
COc1ccc(S(=O)(=O)N(C)CC(=O)Nc2cc(C)ccc2C)cc1C,-4
CNC[C@@H]1Oc2ncc(-c3ccc(OC)cc3)cc2C(=O)N([C@H](C)CO)C[C@@H]1C,-1
Cc1ccc(-n2c(SCC(=O)NCC3CCCO3)nc3sc(C)c(C)c3c2=O)cc1C (stereo unspecified),11
C[C@H](CO)N1C[C@H](C)[C@H](CN(C)Cc2ccc3c(c2)OCCO3)OCc2cnnn2CCCC1=O,48
C[C@@H]1CN([C@@H](C)CO)C(=O)c2cccc(NC(=O)Nc3ccc(C(F)(F)F)cc3)c2O[C@@H]1CN(C)S(=O)(=O)c1ccc(Cl)cc1,?
Cc1noc(C)c1S(=O)(=O)Nc1ccc2c(c1)C(=O)N([C@H](C)CO)C[C@H](C)[C@H](CN(C)S(=O)(=O)c1ccc(F)cc1)O2,-1
Cc1ccc(-n2c(=O)c(C#N)cc3c(=O)n4ccccc4nc32)cc1,-1
O=C(CSc1ncnc2scc(-c3ccccc3)c12)c1ccccc1,9
Cc1noc(C)c1S(=O)(=O)N(C)C[C@@H]1Oc2c(cccc2N(C)C)C(=O)N([C@H](C)CO)C[C@@H]1C,-4
Cc1cc(=O)[nH]c(SCC(=O)C23CC4CC(CC(C4)C2)C3)c1C#N,19
CN(c1cccc(NC(=O)c2ccc(CN3CCOCC3)cc2)c1)S(C)(=O)=O,0
CC(C(=O)O)c1ccc(C(=O)c2ccccc2)s1 (stereo unspecified),-3
O=C(COC(=O)c1ccccc1Nc1ccccc1)c1ccccc1,30
C[C@H](CO)N1C[C@H](C)[C@H](CN(C)Cc2ccc(Oc3ccccc3)cc2)Oc2ccc(NC(=O)Nc3ccc(F)cc3)cc2C1=O,12
COC(=O)C(O)(c1c(C)nn(-c2ccccc2)c1N)C(F)(F)F (stereo unspecified),-4
Cc1ccc(S(=O)(=O)N(C)C[C@H]2Oc3c(NC(=O)NC4CCCCC4)cccc3C(=O)N([C@@H](C)CO)C[C@@H]2C)cc1,4
CNC(=O)CCc1nc(-c2ccc(Cl)cc2)no1,5
COc1ccc(OCC(=O)Nc2cc(-c3nn4c(C)nnc4s3)ccc2C)cc1,5
CNC[C@H]1OCCCC[C@@H](C)Oc2ccc(NC(=O)Nc3ccc4c(c3)OCO4)cc2C(=O)N([C@H](C)CO)C[C@@H]1C,18
COc1ccc2c(c1)c(CC(=O)O)c(C)n2C(=O)c1ccc(Cl)cc1,12
COc1cc(O)c(Oc2cc(C)cc(O)c2C(=O)O)c(CO)c1,9
OCCNc1ccc2ccccc2n1,-14
COc1ccc(NC(=O)N(C)C[C@H]2OCc3cnnn3CCCC(=O)N([C@@H](C)CO)C[C@H]2C)cc1,-11
C[C@@H]1CN([C@H](C)CO)C(=O)CCCn2nncc2CO[C@@H]1CN(C)C(=O)OCc1ccccc1,7
Cc1cc(NC(=O)Nc2ccccc2)n(-c2ccccc2)n1,-6
CCc1ccccc1N(CC(=O)N1CCC(Cc2ccccc2)CC1)S(C)(=O)=O,7
C/C(=N\c1nnc(Sc2nc3cc(Cl)ccc3s2)s1)N(C)C,0
O=C1O[C@@H](c2ccccc2)[C@@H](c2ccccc2)N2[C@@H](c3ccc(OCCO)cc3)[C@]3(C(=O)Nc4ccc(C#CC5=CCCCC5)cc43)[C@@H](C(=O)N3CCN(c4ncccn4)CC3)[C@H]12,55
Cc1ccc(S(=O)(=O)Nc2ccc3c(c2)CC(=O)N([C@H](C)CO)C[C@H](C)[C@H](CN(C)S(=O)(=O)c2ccc(C)cc2)O3)cc1,19
O=c1c2ccccc2nc(CSc2nc(C3CC3)nc3ccccc23)n1-c1ccccc1,-3
CCOC(=O)c1c(-c2ccccc2)csc1NC(=O)Cn1c(=O)oc2ccccc21,-6
N#Cc1c(NC(=O)CSc2n[nH]c(-c3ccc(Cl)cc3Cl)n2)sc2c1CCCC2,8
C[C@H](CO)N1C[C@H](C)[C@@H](CN(C)C(=O)Nc2ccc3c(c2)OCO3)Oc2c(cccc2N(C)C)C1=O,7

# Ordered by SMILES length (low to high): part of the list above.
SMILES,ROS inducer
OCCNc1ccc2ccccc2n1,-14
CNC(=O)CCc1nc(-c2ccc(Cl)cc2)no1,5
Cc1cc(NC(=O)Nc2ccccc2)n(-c2ccccc2)n1,-6
O=C(COC(=O)c1ccccc1Nc1ccccc1)c1ccccc1,30
C/C(=N\c1nnc(Sc2nc3cc(Cl)ccc3s2)s1)N(C)C,0
COC(=O)C(O)(c1c(C)nn(-c2ccccc2)c1N)C(F)(F)F (stereo unspecified),-4
COc1ccc2c(c1)c(CC(=O)O)c(C)n2C(=O)c1ccc(Cl)cc1,12
CCc1ccccc1N(CC(=O)N1CCC(Cc2ccccc2)CC1)S(C)(=O)=O,7
O=c1c2ccccc2nc(CSc2nc(C3CC3)nc3ccccc23)n1-c1ccccc1,-3
N#Cc1c(NC(=O)CSc2n[nH]c(-c3ccc(Cl)cc3Cl)n2)sc2c1CCCC2,8
COc1ccc(NC(=O)N(C)C[C@H]2OCc3cnnn3CCCC(=O)N([C@@H](C)CO)C[C@H]2C)cc1,-11
C[C@H](CO)N1C[C@H](C)[C@@H](CN(C)C(=O)Nc2ccc3c(c2)OCO3)Oc2c(cccc2N(C)C)C1=O,7
CNC[C@H]1OCCCC[C@@H](C)Oc2ccc(NC(=O)Nc3ccc4c(c3)OCO4)cc2C(=O)N([C@H](C)CO)C[C@@H]1C,18
Cc1ccc(S(=O)(=O)N(C)C[C@H]2Oc3c(NC(=O)NC4CCCCC4)cccc3C(=O)N([C@@H](C)CO)C[C@@H]2C)cc1,4
C[C@H](CO)N1C[C@H](C)[C@H](CN(C)Cc2ccc(Oc3ccccc3)cc2)Oc2ccc(NC(=O)Nc3ccc(F)cc3)cc2C1=O,12
Cc1ccc(S(=O)(=O)Nc2ccc3c(c2)CC(=O)N([C@H](C)CO)C[C@H](C)[C@H](CN(C)S(=O)(=O)c2ccc(C)cc2)O3)cc1,19

# From PubChem BioAssay

# This is a subset; count on the stated rates, not on these rows.
